a7 integrin act – activators of alpha7 integrin expression for muscular dystrophy; alpha7betagal myoblasts, beta-gal FDG fluorescence, 48 h; Potency, µM (series often up to 38.3 µM), without a hit: at the top dose activation, actives largely listed as activators; actives 0.064% (n = 350,000);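 note: potency is the fitted concentration of half-maximal effect; 100% = response of the positive control SU9516; nearly all actives have a fitted effect of over 60% in size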
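Alpha7betagal+/- myoblasts (passage 13) were plated 16-24 hr, then exposed to compounds (1:260 dilution of DMSO stock) for 48 hours at 37C. After MPER lysis, β-galactosidase reporter activity was read as FDG fluorescence (ex 480/em 540) after 30 minutes.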
PTAP TSG101 blk – blocks PTAP/TSG101 interaction to inhibit HIV-1 budding | AID 493005 | Potency, µM (series often up to 115 µM), without a hit: at the top dose activity change, negative = inhibition, actives largely listed as inhibitors | Fluorescence polarization, FITC-PTAP peptide / Tsg101 binding | 340,000 tested, under 10 active | Q99816; active = well fitted inhibition curve with a large enough effect in the main read-out, with a control signal flat, not every such curve was filed as active; inconclusive = small, poorly fitted or top-dose-only effect, or effect the other way, or a change in a side signal; inactive = no such curve, though single readings can be large or run the other way; note: potency is the fitted concentration of half-maximal effect; % of control where 0% means no effect
Target sequence (Q99816 whole entry, looked up): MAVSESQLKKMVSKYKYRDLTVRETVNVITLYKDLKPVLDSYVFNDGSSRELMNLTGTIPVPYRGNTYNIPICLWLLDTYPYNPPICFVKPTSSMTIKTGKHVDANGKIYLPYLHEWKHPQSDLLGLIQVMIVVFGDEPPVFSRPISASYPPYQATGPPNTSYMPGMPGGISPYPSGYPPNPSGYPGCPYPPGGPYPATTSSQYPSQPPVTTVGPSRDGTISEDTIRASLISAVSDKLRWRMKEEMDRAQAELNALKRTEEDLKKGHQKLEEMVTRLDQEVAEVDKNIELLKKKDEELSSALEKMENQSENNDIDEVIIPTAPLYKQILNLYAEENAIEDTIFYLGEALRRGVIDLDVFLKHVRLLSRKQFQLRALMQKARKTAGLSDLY
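Steps: Tsg101 binding domain dispensed (10 uM final), compounds pinned in DMSO, FITC-labeled PTAP-motif peptide added (50 nM final); after 20 min binding at room temperature, polarization measured.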
Giardia kill – Giardia lamblia killing; Giardia lamblia trophozoite viability; actives 0.15% (n = 340,000); activity change, % at 7.66 µM, hits read low; AID 540267; in the data active = activity change below about -80%; inconclusive = between about -30% and that limit;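 note: parasites exposed to compound for two days anaerobically before the ATP read; % is set by controls: 0 for no effect and ±100 for the full control effect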
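Anaerobic 48 hrs incubation at 37 deg C of 100 trophozoites/well with test compounds; ATPLite 1-Step luminescence, 15-30 min RT, reports cellular ATP as viability.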
ASM inhibitor – inhibitors of human secretory acid sphingomyelinase. placental ASM, HMU-PC fluorogenic substrate, 60 min. Potency, µM (titrated, usually from 57.5 µM), for the others: top-dose activity change, negative = inhibition, hits mostly inhibitors. actives 0.006% (n = 340,000); note: potency is the fitted concentration of half-maximal effect
Target sequence (P17405 47-631 limits assumed): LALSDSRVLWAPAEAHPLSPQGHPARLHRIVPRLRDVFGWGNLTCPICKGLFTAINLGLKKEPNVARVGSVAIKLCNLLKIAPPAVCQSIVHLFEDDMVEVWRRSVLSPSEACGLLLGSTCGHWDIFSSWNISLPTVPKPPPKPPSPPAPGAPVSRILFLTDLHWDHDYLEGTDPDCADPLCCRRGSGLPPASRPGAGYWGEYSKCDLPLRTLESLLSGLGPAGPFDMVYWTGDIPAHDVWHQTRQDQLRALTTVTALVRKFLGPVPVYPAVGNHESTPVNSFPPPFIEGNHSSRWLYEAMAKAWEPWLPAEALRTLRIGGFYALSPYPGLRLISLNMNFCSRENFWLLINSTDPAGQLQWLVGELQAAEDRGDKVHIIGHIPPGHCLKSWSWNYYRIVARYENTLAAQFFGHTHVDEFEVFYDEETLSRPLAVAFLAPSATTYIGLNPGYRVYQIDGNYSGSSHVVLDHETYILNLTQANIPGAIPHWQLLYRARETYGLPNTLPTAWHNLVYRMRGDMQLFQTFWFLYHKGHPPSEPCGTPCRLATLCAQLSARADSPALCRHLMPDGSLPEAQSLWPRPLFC
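Steps: dispense placental human ASM, pin compound, wait 10 min at room temperature, add HMU-PC0 substrate at 9 uM final, incubate 60 min at 37 °C, add stop solution raising pH to 10, read fluorescence.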
An asterisk follows results filed as active; i = inactive; ? = inconclusive; . = no result given; & = joins results of further samples; [ ] = dose if it differs, or a comment. Unless noted, calls come from the whole dose curve; as a rule, active = well fitted curve in the direction sought with a large enough effect; inconclusive = small, poorly fitted or top-dose-only effect, or another doubt; inactive = no such curve, though single readings can be large; an effect the other way counts as inactive or inconclusive.

A first look, 2 compounds:
SMILES	a7 integrin act	PTAP TSG101 blk	Giardia kill	ASM inhibitor
O=S(=O)(NCCSCc1ccc(Cl)c(Cl)c1)c1ccc2c(c1)OCCO2	9%	2%	18	-5%
O=C(Cn1cc(COc2ccccc2C(F)(F)F)nn1)c1ccc(O)cc1	-2%	-6%	12	-3%

Main list, previewed entries included:
SMILES	a7 integrin act	PTAP TSG101 blk	Giardia kill	ASM inhibitor
O=S(=O)(NCCSCc1ccc(Cl)c(Cl)c1)c1ccc2c(c1)OCCO2	9%	2%	18	-5%
O=C(Cn1cc(COc2ccccc2C(F)(F)F)nn1)c1ccc(O)cc1	-2%	-6%	12	-3%
O=C(CCCSCCCC(=O)NN=Cc1ccccc1)NN=Cc1ccccc1	?	-1%	-9	-3%
CCOCCn1c(=O)c2c(nc3n2CCN3c2ccc(CC)cc2)n(C)c1=O	4%	-3%	-26	-2%
COC(=O)C1=C2c3[nH]c4ccccc4c3CCN2C(=O)CC1	2%	-1%	8	-2%
COc1ccc(-c2nc3c(c(SCC(=O)N4CCCC4)n2)COC(C)(C)C3)cc1	-26%	-6%	23	-1%
O=C(/C=C/c1ccco1)c1cccc([N+](=O)[O-])c1	5%	-2%	11	-2%
O=C(O)CN1C(=O)S/C(=C\c2ccc3c(c2)OCO3)C1=O	8%	-2%	19	18%
CC[C@H](C)/C=C/C1=CC2=C(Cl)C(=O)[C@@]3(C)OC(=O)C(C(=O)[C@H](C)[C@@H](C)O)=C3C2=CO1	-25%	-9%	-9	1%
CCCNC(=O)Cn1c(=O)/c(=C/c2ccc(-c3cccc([N+](=O)[O-])c3)o2)s/c1=C\C(=O)C(C)(C)C	3%	?	2	-12%
OCCN1CCN(C2CCC(c3ccc(F)cc3)c3ccc(F)cc32)CC1 (centres undefined)	-68%[inhibitor]	-3%	9	-10%
CN1OC[C@@H]2CN(S(=O)(=O)c3ccccc3)[C@H](c3cccc(Br)c3)C[C@@H]21	6%	-4%	-9	0%
COc1cccc(N2[C@@H](CC(C)=O)c3cc(C(F)(F)F)ccc3S2(=O)=O)c1	24%	-16%	-10	1%
Nc1nnn(-c2ccccc2)c1-c1ccccc1	20%	-4%	10	-2%
NC(=O)c1ncn([C@@H]2O[C@H](CNCc3ccccc3C#Cc3ccccc3)[C@@H](O)[C@H]2O)n1	-8%	-5%	?	2%
COc1ccc(OC)c(NC(=O)CSc2nc3[nH]c(=O)[nH]c(=O)c3s2)c1	-13%	1%	-13	0%
CC1CN(Cc2ccccc2)C(=O)NC1=O (centres undefined)	-8%	-2%	-18	5%
CC(=NO)C1CCC2C3CCC4=CC(=NO)CCC4(C)C3C(=O)CC12C (centres undefined)	-7%	0%	0	0%
CCN(CC)c1ccc(S(=O)(=O)N2CCOCC2)cc1NC(=O)COC(=O)C1=COCCO1	10%	-1%	13	1%
O=C(c1ccccc1)C1OC1C(=O)c1ccccc1 (centres undefined)	-34%	-4%	8	0%
CCO[C@H]1OC(C(=O)NCc2nc3ccccc3[nH]2)=C[C@@H](c2ccc3c(c2)OCO3)[C@@H]1CCCO	-9%	0%	-21	2%
COc1ccccc1-c1nnc(-c2ccc(F)cc2)o1	6%	-6%	-25	-2%
COc1ccc(S(=O)(=O)N2CCN(Cc3cccc([N+](=O)[O-])c3)CC2)cc1	-17%	0%	21	-1%
CCOc1ncccc1C(=O)OCC(=O)Nc1cc(S(=O)(=O)N2CCCCC2)ccc1Cl	-17%	-1%	22	-2%
CC(C)CCN1CCC(CN2C(=O)C(=O)NC[C@@H]2Cc2ccccc2)CC1	5%	0%	-6	2%
CCCCN1C(=O)CC(SC2CC(=O)N(CCCC)C2=O)C1=O (centres undefined)	-18%	-9%	8	0%
CN1C[C@@H]2[C@@H]3C(=O)N(Cc4ccccc4)C(=O)[C@@H]3[C@](Cc3ccccc3)(C1=O)N2C(=O)c1ccc(F)cc1	-5%	-2%	12	0%
CCC(C(=O)OCC(=O)C1(O)CCC2C3CCC4=CC(=O)CCC4(C)C3C(O)CC21C)C(C)C (centres undefined)	13%	-4%	-7	0%
O=C(NCCOC(=O)Nc1cccc2ccccc12)OCc1ccccc1	-12%	-5%	-13	-10%
CNc1nc(N/N=C/c2cc([N+](=O)[O-])ccc2F)nc(Nc2ccccc2)n1	-52%[inhibitor]	2%	12	-2%
CCCCCCCCCCCCCCCC(=O)OCC1OC(n2ccc(N)nc2=O)C(O)C1O (centres undefined)	-7%	-4%	25	2%
N#Cc1cc2c(=O)n3ccccc3nc2n(Cc2cccnc2)c1=O	36%	-8%	-10	i
CCCNC(=O)N1CCN(S(=O)(=O)c2ccc(C)c(C)c2)CC1	17%[7.66 µM]	-3%	2	5%
O=C1C2C3C=CC(O3)C2C(=O)N1Cc1ccncc1 (centres undefined)	9%	1%	5	4%
CCOC(=O)c1[nH]c(C)c(/C(O)=C2\C(=O)C(=O)N(CCCN(CC)CC)C2c2cccnc2)c1C (centres undefined)	17%	-7%	-7	1%
Cc1onc(-c2ccccc2Cl)c1C(=O)N[C@@H](C)c1ccccc1	0%	1%	11	8%
CCOC(=O)/C=C/c1ccc2c(c1)S(=O)(=O)N(c1cccc(OC)c1)[C@H]2CC(=O)OCC	15%	2%	0	-2%
CC1=NN(c2cc(Cl)c(S(=O)(=O)O)cc2Cl)C(=O)C1	0%	-4%	-7	1%
CC1=CC2C(C(O)CC3(C)C2CC(C)C32OCOC23COCO3)C2(C)C/C(=C\O)C(=O)C=C12 (centres undefined)	-52%[inhibitor]	1%	-10	-2%
C=CCNC(=O)c1onc(CSc2ccc(F)c(F)c2)c1C(=O)NCC=C	-1%	-6%	29	1%
Cc1[nH]c(=O)nc(NN=Cc2ccc(Cl)cc2)c1C(=O)Nc1ccc(Cl)cc1	-2%	-8%	0	1%
C(#CCN1CCOCC1)CCCN1CCOCC1	-7%	-3%	6	1%
O=C1OC(c2ccccc2)=N/C1=C/c1cccc(OC(=O)c2cccs2)c1	14%	-1%	-7	2%
Cc1cc(CNC[C@H]2O[C@@H](n3cnc(C(N)=O)n3)[C@H](O)[C@@H]2O)c(C)n1-c1cccnc1	31%	-3%	11	-7%
c1ccc(-c2nnc(-c3ccccn3)nn2)nc1	0%	-1%	-3	-1%
O=C(NCC1CCCO1)c1ccc(NC(=O)c2cccc(Cl)c2)cc1 (centres undefined)	-16%	0%	-11	-2%
CN1OC[C@@H]2CN[C@H](c3cccc(-c4cc(Cl)cc(Cl)c4)c3)C[C@@H]21	7%	-4%	-1	0%
COc1ccc2cc(Br)ccc2c1CC(=O)NCCCN1CCOCC1	11%	0%	3	-1%
O=C(c1ccccc1)C1CC=CCC1C(=O)c1ccccc1 (centres undefined)	20%	-4%	-2	1%
CCN(C(=O)COC(=O)CCCc1nc2ccccc2s1)c1c(N)n(Cc2ccccc2)c(=O)[nH]c1=O	9%	1%	29	1%
CCOC(=O)N1CCC(NC(=O)C2CCN(Cc3nc(-c4ccc(CC)cc4)oc3C)CC2)CC1	8%	-4%	13	-3%
S=c1[nH]ncn1NCc1cccc(Br)c1	1%	-2%	-6	2%
Cc1ccc(C(=O)NCC(C)NC(=O)c2ccc(C)c([N+](=O)[O-])c2)cc1[N+](=O)[O-] (centres undefined)	-31%	0%	-22	-3%
COc1cc(C2C3=C(COC3=O)OC(C)(C)Oc3cc4c(cc32)OCO4)cc(OC)c1OC (centres undefined)	2%	-2%	-3	-7%
CCOC(=O)C1=C(CCc2ccccc2)NC(=O)NC1c1ccc(C#N)cc1 (centres undefined)	-2%	0%	7	0%
Cc1cccn2c(=O)c3cc(C#N)c(=NC(=O)c4ccccc4)n(Cc4ccco4)c3nc12	?	-2%&0%	4&10	.
Nc1cccc2cc(S(=O)(=O)O)ccc12	-5%	-8%	0	32%[activator]
CCCCOC(=O)Cn1c(=N)n(CCN2CCOCC2)c2ccccc21	7%	-5%	-8	1%
Cn1c(=O)c2[nH]c(C3CC=CCC3)nc2n(C)c1=O (centres undefined)	26%	-3%	-3	1%
O=C(O)c1ccc(NC2(C(=O)O)CCCC2)cc1	20%	-2%	8	5%

More entries follow:
SMILES	a7 integrin act	PTAP TSG101 blk	Giardia kill	ASM inhibitor
O=C(OCC1CCC=CO1)C1CCC=CO1 (centres undefined)	21%	1%	-19	1%
CCOC(=O)C(Cc1ccnnc1)=NO	-26%	-1%	5	-5%
N#CC(=C(O)COC(=O)CCCNC(=O)c1ccc(Cl)cc1)c1nc2ccccc2[nH]1	0%	0%	-9	-1%
Cc1ccc(C(=O)N/N=C/c2cccc3ccccc23)cn1	0%	-4%	-1	-1%
CCN(C(=O)COC(=O)/C(C#N)=C/c1cc(C)n(CCOC)c1C)c1c(N)n(Cc2ccccc2)c(=O)[nH]c1=O	0%	0%	-5	-7%
O=C(CN1CCN(CC(=O)c2ccc(Cl)cc2)CC1)c1ccc(Cl)cc1	19%	-2%	7	2%
COC(=O)c1ccc2nc(C3CCCCC3)c3c(c2c1)CCC3	25%	1%	6	-7%
COc1ccc(CC(=O)N/N=C(\C)c2ccc(Br)s2)cc1	-4%	-1%	-6	3%
Cc1c(N(C)S(=O)(=O)c2ccc(Cl)c(C(=O)NCC3CCCO3)c2)c(=O)n(-c2ccccc2)n1C (centres undefined)	-17%	-5%	6	0%
Clc1ccc2c(c1)Nc1ccccc1CC2	11%	-8%	6	-5%
CCC1CCC/C1=N\NC(=O)c1ccc(Cl)cc1 (centres undefined)	5%	-2%	15	1%
CC[C@H](C)[C@H]1CNC(=O)C(=O)N1CC1CCN(CCc2ccccc2)CC1	0%	-2%	37[activator]	5%
O=C1C=C(N2CCOCC2)CO1	-3%	-3%	-20	-2%
CN1C[C@@H]2[C@@H]3C(=O)N(C)C(=O)[C@@H]3[C@](C)(C1=O)N2C(=O)c1ccc(F)cc1	-40%	-1%	5	2%
O=C(Nc1ccc(S(=O)(=O)Nc2cnc3ccccc3n2)cc1)c1ccc(F)cc1	3%	-10%	-11	70%[activator]
CC1(C)C2(C#N)C(=O)NC(=O)C12C#N (centres undefined)	21%	-2%	-6	-2%
Cc1ccc(S(=O)(=O)Nc2ccc3c4c(cccc24)CC3)c(C)c1	-14%	-2%	-2	-3%
CCn1cc(C(=O)Nc2ccc(Cl)cc2Cl)cn1	-17%	-1%	-3	4%
COc1cccc(NC(=O)CN(C)C(=O)c2cc(S(=O)(=O)Nc3ccccc3OC)ccc2C)c1	0%	-10%	-11	-3%
CCOC(=O)c1ccc(NC(=O)c2ccnn2C)cc1	?	-1%	7	0%
NC(=S)NN=C(c1ccc(Br)cc1)C1CC1	19%	-5%	9	0%
COc1ccc(C(O)Cc2nccn2C)cc1 (centres undefined)	14%	-3%	14	1%
CN(C(=O)c1ccc(NC(=O)Cc2cccc(NC(=O)C3CCCN(C(=O)C4CCCC4)C3)c2)cc1)C1CC1 (centres undefined)	8%	1%	-20	4%
CC1=C(N2CCOCC2)CCC1=O	-5%	3%	-7	9%
Nc1cc(SCc2ccc(Cl)cc2Cl)ncn1	-13%	-1%	2	-1%
c1ccc(CCCNCCCn2cnc3c(OCc4ccccc4)ncnc32)cc1	-7%	-2%	35[activator]	5%
Cc1cc2c(cc(C(=O)OC(C)C(=O)NCc3ccccc3)n2C)o1 (centres undefined)	-3%	1%	-6	3%
CN1CCN(C2=C(Cl)C(=O)c3ccccc3C2=O)CC1	-6%	-16%	12	-2%
S=c1[nH]c2ccccc2n1CCc1ccncc1	5%	2%	11	3%

Three compounds out of the list, ordered by heavy-atom count, falling.
SMILES	a7 integrin act	PTAP TSG101 blk	Giardia kill	ASM inhibitor
Cc1cc2c(cc(C(=O)OC(C)C(=O)NCc3ccccc3)n2C)o1 (centres undefined)	-3%	1%	-6	3%
CN1CCN(C2=C(Cl)C(=O)c3ccccc3C2=O)CC1	-6%	-16%	12	-2%
COc1ccc(C(O)Cc2nccn2C)cc1 (centres undefined)	14%	-3%	14	1%

Assay outcomes: PubChem BioAssay, National Center for Advancing Translational Sciences (NCATS)

Only part of the results is shown; the hit share may differ from the screen's.
